SNCA viab count = GF-AFC viability counterscreen for inhibitors of alpha-synuclein gene (SNCA) expression | HEK-293-SNCA-luc viability, GF-AFC fluorescence, 24 h | Potency, µM (highest dose often 57.1 µM), inactives show at the highest dose activity change, negative = cytotoxicity, usual class: cytotoxic | hit rate 0.12% among 150,000;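 note: potency is the fitted concentration of half-maximal effect; 0% = DMSO-treated cells and -100% = medium-only wells without cells; nearly all actives have a fitted effect of over 30% in size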
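Cytotoxicity counterscreen: after 24 h compound treatment of genome-edited SNCA-luciferase HEK-293 cells, live-cell protease substrate GF-AFC read by fluorescence after 30 min; activity scaled between DMSO (0%) and medium-only (-100%), curves Hill-fitted.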
NIH3T3 tox = Cytotoxic Profiling in NIH 3T3 Cell Line of Diverse Libraries Using Quantitative High-Throughput Screening; NIH 3T3 viability, CellTiter-Glo ATP luminescence, 48-72 h; Potency, µM (top dose mostly 96.7 µM), for the others: at the highest dose activity change, negative = cytotoxicity, actives largely listed as inhibitors; hit rate 4.3% among 94,000; note: potency is the fitted concentration of half-maximal effect; nearly all actives have a fitted effect of over 55% in size
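NIH 3T3 cells at 400 cells/well received 23 nL of compound by pintool and were incubated 48 or 72 h at 37 °C. Viability was read as ATP-coupled CellTiter-Glo luminescence.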
GPT2 inhibitor = Primary qHTS assay for inhibitors of Glutamate pyruvate transaminase 2 (GPT2) | Alanine aminotransferase 2 (Homo sapiens), Q8TD30 | Recombinant GPT2, coupled pyruvate oxidase/HRP Amplex Red fluorescence | Potency, µM (doses to about 57.7 µM), for inactives: at the highest dose activity change, negative = inhibition, most hits filed as inhibitors | hit rate 0.25% among 100,000; note: potency is the fitted concentration of half-maximal effect; nearly all actives have a fitted effect of over 60% in size; many of its hits are not listed in these tables
Target sequence (Q8TD30 whole entry, looked up): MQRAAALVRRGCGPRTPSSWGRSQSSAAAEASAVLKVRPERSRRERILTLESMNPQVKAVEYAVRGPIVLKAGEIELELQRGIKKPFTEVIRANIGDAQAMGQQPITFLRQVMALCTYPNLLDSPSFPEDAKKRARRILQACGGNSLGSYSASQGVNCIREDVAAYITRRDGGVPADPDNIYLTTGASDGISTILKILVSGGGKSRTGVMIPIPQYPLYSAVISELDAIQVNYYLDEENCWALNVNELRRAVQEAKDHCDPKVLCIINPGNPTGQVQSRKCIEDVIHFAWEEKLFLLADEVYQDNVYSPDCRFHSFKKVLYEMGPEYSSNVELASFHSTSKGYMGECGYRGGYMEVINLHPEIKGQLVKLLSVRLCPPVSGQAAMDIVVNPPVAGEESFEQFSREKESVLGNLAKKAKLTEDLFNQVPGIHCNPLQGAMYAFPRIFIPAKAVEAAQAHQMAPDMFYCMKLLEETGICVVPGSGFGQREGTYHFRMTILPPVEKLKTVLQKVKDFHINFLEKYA
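GPT2 10ng/uL, a-KG 250uM, L-Ala 2mM, HEPES pH7.5 + 0.0001% Tween; 30 min RT. Then Amplex mix (PO/HRP/ThPP), 30 min RT dark, fluorescence. AOA 50uM used as positive control.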
HEK cytotox = Cytotoxic Profiling in HEK 293 Cell Line of Diverse Libraries Using Quantitative High-Throughput Screening; HEK 293 viability, ATP luminescence (CellTiter-Glo), 48-72 h; Potency, µM (doses to about 115 µM), for inactives: top-dose activity change, negative = cytotoxicity, most hits filed as inhibitors; hit rate 6.6% among 94,000; note: potency is the fitted concentration of half-maximal effect; nearly all actives have a fitted effect of over 60% in size
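Cytotoxicity was scored by loss of ATP-coupled luminescence (CellTiter-Glo) in HEK 293 cells. Compound treatment ran 48 or 72 hr at 37 degree Celsius, 5% CO2, 95% humidity.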
SNCA expr inhib = Primary qHTS assay for inhibitors of alpha-synuclein gene (SNCA) expression | HEK-293 SNCA-luciferase knock-in, luminescence, 24 h | hit rate 0.17% among 140,000 | Potency, µM (top dose mostly 57.2 µM), for the others: at the top dose activity change, negative = inhibition, most hits filed as inhibitors | AID 1671194, 2021;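 note: potency is the fitted concentration of half-maximal effect; plate controls were DMSO cells for no effect and cell-free wells for full effect; nearly all actives have a fitted effect of over 45% in size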
IP6K1 inh = Primary qHTS assay for small molecule inhibitors of Inositol hexaphosphate kinase 1 (IP6K1). Inositol hexakisphosphate kinase 1 (Homo sapiens), Q92551. IP6K1 kinase, ADP-Glo luminescence, 2 h; hits give low values. activity change, % (series mostly up to about 58 µM). hit rate 0.81% among 140,000; in the data active = activity change below about -25%
Target sequence (Q92551 whole entry, looked up): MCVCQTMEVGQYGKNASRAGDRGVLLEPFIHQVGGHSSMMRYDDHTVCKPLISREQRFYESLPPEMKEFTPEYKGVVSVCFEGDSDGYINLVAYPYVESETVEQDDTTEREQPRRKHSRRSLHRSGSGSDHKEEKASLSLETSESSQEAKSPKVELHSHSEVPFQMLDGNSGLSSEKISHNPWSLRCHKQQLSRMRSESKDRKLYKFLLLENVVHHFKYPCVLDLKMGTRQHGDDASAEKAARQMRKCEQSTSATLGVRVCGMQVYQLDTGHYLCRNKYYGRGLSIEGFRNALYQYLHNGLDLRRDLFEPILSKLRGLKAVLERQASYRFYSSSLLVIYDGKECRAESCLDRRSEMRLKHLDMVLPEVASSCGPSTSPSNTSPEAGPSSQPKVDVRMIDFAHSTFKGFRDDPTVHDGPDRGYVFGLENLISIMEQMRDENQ
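ADP-Glo luminescence measures ADP made by human IP6K1 during a 2 h RT reaction with ATP/IP6 (mix at 1.3 mM/130 uM); top library doses 57.5 and 19.1 uM final.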
FLuc inh = Firefly luciferase inhibition profiling of diverse chemical library using quantitative high-throughput screening | Luciferin 4-monooxygenase (Photinus pyralis), P08659 | purified P. pyralis luciferase, luminescence, biochemical | Potency, µM (titrated, usually from 115 µM), for inactives: at the top dose activity change, negative = inhibition, actives largely listed as inhibitors | hit rate 2.5% among 76,000 | AID 1347043, 2019; note: potency is the fitted concentration of half-maximal effect; nearly all actives have a fitted effect of over 65% in size
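Luminescence read by CCD imaging after purified firefly luciferase (10nM final) was added to substrate buffer holding 10uM D-luciferin and 10uM ATP, pH 7.5, pre-dosed with compound.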
Numbers without * were called inactive; i = inactive; ? = inconclusive; · = not tested or not shown; [ ] = another dose, or the depositor's remark. Unless noted, calls come from the whole dose curve; as a rule, active = well fitted curve in the direction sought with a large enough effect; inconclusive = small, poorly fitted or top-dose-only effect, or another doubt; inactive = no such curve, though single readings can be large; an effect the other way counts as inactive or inconclusive. Unless noted, % is set by controls: 0 for no effect and ±100 for the full control effect.

SMILES	SNCA viab count	NIH3T3 tox	GPT2 inhibitor	HEK cytotox	SNCA expr inhib	IP6K1 inh	FLuc inh
COc1ccc(C2Cn3nnc(-c4nc(-c5ccccc5C)no4)c3CO2)cc1 (configuration not stated)	7%	?	i	-29%	8%	-21	-21%
O=C1Cc2cc(S(=O)(=O)Nc3ccc(OC(F)(F)F)cc3)cc3c2N1CCC3	10%	·	·	·	11%	32	·
O=C1CC(c2ccccc2)N(C(=O)NCc2ccccc2)CCCCCN1 (configuration not stated)	10%	-19%	i	2%	7%	-2	-16%
CCc1cccc(C)c1NC(=O)Cn1ccn2nc3c(c2c1=O)CCCCC3	-10%	-28%	-14%	?	-24%	5	0%
Cc1nc(CNC(=O)[C@H]2CCC[C@@H](O)C2)nc2c1CCCC2	5%	-5%	i[11.5 µM]	-13%	-11%	48	0%
COc1ccc(C)cc1NC(=O)c1oc2ccc(S(=O)(=O)N3CCCCC3)cc2c1C	-16%	·	·	·	-2%	12	·
Clc1ccc(-c2cnc([C@@H]3COCCN3C3CCC3)[nH]2)cc1	-7%[87.6 µM]	-25%[138 µM]	-7%[88.5 µM]	?	-19%[87.6 µM]	-9	-3%[172 µM]
COc1ccc(-c2cn3c(n2)CO[C@@H](CNC2CCCCC2)C3)cc1	4%[87.6 µM]	-13%[138 µM]	-14%[88.5 µM]	-23%[172 µM]	57%[activator][87.6 µM]	1	-8%[172 µM]
O=C1CO[C@H]2CCN(Cc3cccc(OC(F)(F)F)c3)CC[C@@H]2N1CCN1CCCC1	-8%	?	-2%	?	-21%	7	0%
CNC(=O)c1cc(C)nc2onc(C3CCCN(C(=O)c4ccccc4Cl)C3)c12 (configuration not stated)	·	-23%	·	1%	·	6	·
Cc1cnc(-c2ccccc2)n1C1CCN(S(C)(=O)=O)CC1	?	1%	?	i	1%	-7	-5%
Cc1ccccc1OCc1nc(C2CN(C(=O)NC(C)C)C2)no1	11%	-24%	-6%	-10%	-18%	11	-7%
Cc1cccc(S(=O)(=O)c2cn(C)c3cc(N4CCN(c5ccccc5)CC4)c(F)cc3c2=O)c1	10%	·	·	·	?	-13	·
O=C(c1ccccc1)N1CCCC(n2cc(-c3nc(-c4ccccc4)no3)nn2)C1 (configuration not stated)	-20%	?	i	?	50%[activator]	-6	?
COc1ccc(NC(=O)C2CCCN(S(=O)(=O)c3c(C)[nH]c(=O)[nH]c3=O)C2)c(OC)c1 (configuration not stated)	10%	·	·	·	-4%	25	·
Cc1ccc(OCC(=O)Nc2cc3nn(-c4ccccc4)nc3cc2C)cc1	-8%	·	·	·	26%	2	·
COc1cc2ncnc(Nc3ccc(O)c(Br)c3)c2cc1OC	-18%	·	?	·	·	-20	·
CC1(CCCCc2ccccc2)COc2ccc(C(=O)Nc3cccnc3)cc2N1 (configuration not stated)	0%[87.6 µM]	?	1%[88.5 µM]	?	?	-12	-1%[172 µM]
CCc1nc(-c2c3n(c(=O)n(Cc4c(F)cccc4Cl)c2=O)CCCC3)no1	-20%	?	2%	-24%	-2%	10	-8%
COc1ccc(Cn2ccnc2SCC(=O)Nc2ccc3c(c2)OCCO3)cc1	-16%	·	·	·	95%[activator]	-11	·
COCc1nc(-c2ccc(OC3CCN(C(=O)Nc4cccc(C)c4)C3)cc2)no1 (configuration not stated)	2%	-26%	i	?	-1%	9	-16%
CN1CCN(CCCNC(=O)C23CCCC=C2N(C2CCCC2)C(=O)CC3)CC1 (configuration not stated)	-4%	2%	i	1%	25%	9	?
Cc1ccoc1C(=O)N1C[C@@H](CO)[C@H](c2nc(C3CC3)no2)C1	11%	i	i	i	-21%	-6	-2%
CCCN(CC1CCOC1)S(=O)(=O)c1cc(F)ccc1C (configuration not stated)	10%	4%	i	-2%	1%	-1	-3%
CC1(C(=O)NC2CCCCC2)Cc2ccccc2C(=O)N1Cc1ccc(F)cc1 (configuration not stated)	12%	·	·	·	-19%	-22	·

Further entries follow.
SMILES	SNCA viab count	NIH3T3 tox	GPT2 inhibitor	HEK cytotox	SNCA expr inhib	IP6K1 inh	FLuc inh
O=C(Nc1ccc2c(c1)N(C1CCCC1)C(=O)c1ccccc1S2)c1cccc(F)c1	-15%	·	·	·	-6%	37	·
Nc1ncccc1CN1CCC2(CC1)COCCN2C(=O)c1ccccc1	-13%[87.6 µM]	?	-18%[88.5 µM]	?	-4%[87.6 µM]	38	-2%[172 µM]
CCOc1ccc(-n2c(-c3ccccc3)c(C)n3c4c(=O)n(C)c(=O)n(C)c4nc23)cc1	-6%	·	·	·	3%	17	·
COc1cccc(NC(=O)CSc2nc3ccccc3nc2N2CCOCC2)c1	-18%	·	·	·	24%	1	·
O=C(C1CCCC1)N1CC2(CCN(Cc3cccnc3)C2)Cc2ccccc21 (configuration not stated)	?	?	?	45µM*	-24%	6	·
O=C(NCc1ccncc1)c1ccc(Cn2ccn3nc4c(c3c2=O)CCCC4)cc1	-2%	?	i	?	13%	3	8%
Cc1cc(=O)n(CC(=O)Nc2ccc3c(c2)OCCO3)c(N2CCc3ccccc3C2)n1	-20%	?	3%	?	?	11	-5%
Cc1c2cnn(-c3ccccc3)c(=O)c2c(C)n1CC(=O)NCc1ccccc1	9%	·	·	·	2%	-17	·
O=C(NC1CCN(c2cc(-c3ccc(Cl)cc3)[nH]n2)C1)c1ccc(F)c(F)c1 (configuration not stated)	0%	?	-20%	?	1%	5	3%
COc1ccc(CCc2nc(-c3nnn4c3COC(c3ccc(OC)cc3)C4)no2)cc1 (configuration not stated)	5%	i	-19%	7%	-22%	-6	7%
Cc1cccc(-c2nc(S(=O)(=O)c3ccccc3)c(N3CCN(c4ccccc4)CC3)o2)c1	-6%	·	·	·	15%	16	·
O=C(NCc1ccccc1Cl)c1cn2cc(-c3ccccc3)sc2n1	-7%	-14%	-2%	-1%	-7%	3	·
N#Cc1c(NC(=O)c2cccc3ccccc23)sc2c1CCCC2	-19%	·	-7%	·	-7%	·	·
COCCC(=O)N1C[C@@H](Oc2ccccc2)C[C@@H]1C(=O)N1CCOCC1	-4%	?	-8%	-25%	-20%	7	-2%
Fc1ccc(-c2cncc(CN3CCN(c4cccc5c4OCCO5)CC3)c2)cc1	-9%	·	i	·	·	7	·
COc1cccc(Cn2c(=O)n(-c3cc(C)cc(C)c3)c(=O)c3oc4ccccc4c32)c1	-24%	·	·	·	?	-12	·
Cc1cccc(NC(=O)N2CCN3CCCCC3C2)c1C (configuration not stated)	4%	·	·	·	1%	20	·
CC(=O)Oc1ccc(C2(c3ccc(OC(C)=O)cc3)C(=O)Nc3ccccc32)cc1	0%[23.9 µM]	·	i	·	-19%[25.6 µM]	31	·
CCOc1ccc(NCc2cccn2-c2nnc(N3CCC(C(=O)NCc4cccc(OC)c4)CC3)s2)cc1	-5%	·	·	·	13%	-4	·
COCc1noc([C@@H]2CN(Cc3cn(C)c4ccc(OC)cc34)C[C@H]2C(N)=O)n1	-6%	?	i	?	-5%	10	-7%
COc1ccc(CCNC(=O)CCCn2c(=O)c3ccccc3n(Cc3cccc(Cl)c3)c2=O)cc1OC	?	·	·	·	-11%	6	·
CC(=O)Nc1cc(-c2cccnc2)nn1-c1ccccc1	-5%[87.6 µM]	-4%[138 µM]	i	-1%[172 µM]	1%[87.6 µM]	-5	·
Cc1cnc(C2CCOCC2)n1CC1CCN(C(=O)c2cccnc2)CC1	?	-5%	-8%	-40%	-7%	-2	6%
O=C(NCCN1CCOCC1)c1c[nH]c2ncccc12	3%[87.6 µM]	-9%[138 µM]	-4%[88.5 µM]	-3%[172 µM]	18%[87.6 µM]	7	-4%[172 µM]
Cn1cc(S(=O)(=O)N2CCCC2)cc1C(=O)N1CCN(c2cccc(Cl)c2)CC1	-11%	·	·	·	?	14	·

Continued; it opens with the 6 that closed the last part.
SMILES	SNCA viab count	NIH3T3 tox	GPT2 inhibitor	HEK cytotox	SNCA expr inhib	IP6K1 inh	FLuc inh
COCc1noc([C@@H]2CN(Cc3cn(C)c4ccc(OC)cc34)C[C@H]2C(N)=O)n1	-6%	?	i	?	-5%	10	-7%
COc1ccc(CCNC(=O)CCCn2c(=O)c3ccccc3n(Cc3cccc(Cl)c3)c2=O)cc1OC	?	·	·	·	-11%	6	·
CC(=O)Nc1cc(-c2cccnc2)nn1-c1ccccc1	-5%[87.6 µM]	-4%[138 µM]	i	-1%[172 µM]	1%[87.6 µM]	-5	·
Cc1cnc(C2CCOCC2)n1CC1CCN(C(=O)c2cccnc2)CC1	?	-5%	-8%	-40%	-7%	-2	6%
O=C(NCCN1CCOCC1)c1c[nH]c2ncccc12	3%[87.6 µM]	-9%[138 µM]	-4%[88.5 µM]	-3%[172 µM]	18%[87.6 µM]	7	-4%[172 µM]
Cn1cc(S(=O)(=O)N2CCCC2)cc1C(=O)N1CCN(c2cccc(Cl)c2)CC1	-11%	·	·	·	?	14	·
CCNC(=O)N1CC(N2C(=O)c3c(c(C)nn3-c3ccccc3)C2C2CC2)C1 (configuration not stated)	·	-27%	·	?	·	1	·
CC(=O)N1C[C@H](NC(=O)c2cccc(C)c2Cl)[C@@H](C(C)C)C1	6%	i	?	-1%	33%[activator]	6	-4%
COc1cccc(NC(=O)N[C@H]2C[C@@H](c3nc(C)no3)N(C)C2)c1	5%[87.6 µM]	-28%[174 µM]	2%[88.5 µM]	-12%[172 µM]	-13%[87.6 µM]	-13	2%[172 µM]
CCOc1ccc2c(n1)CCN(C(=O)Cc1ccccc1)C2	-9%[12.5 µM]	-7%	1%	9%	29%	-10	-11%
COc1cccc(CNC(=O)CN2C(=O)NC(c3ccccc3Cl)C3=C2COC3=O)c1 (configuration not stated)	-5%	-16%	0%	?	3%	4	9%
Cc1nnc(NC(=O)CSCc2cc(=O)c3ccc(C)c(C)c3[nH]2)s1	2%	·	·	·	31%[activator]	-17	·
CNC(=O)c1cc(C2CC2)nc2onc(C3CCN(C(=O)c4ccc(OC)cc4)CC3)c12	·	-1%	·	?	·	-11	·
O=C(c1cccc([N+](=O)[O-])c1)N1CCN(CCc2ccncc2)CC1	-14%	·	·	·	30%[activator]	5	·
O=C(NCC1CC1)c1ccc2nnc(-c3ccc(Cl)cc3Cl)n2c1	4%	-27%	-3%	?	-7%	4	·
Cc1ccsc1[C@@H]1CCN(Cc2cccn2-c2cccnc2)C[C@H]1O	2%	?	?	?	-27%	4	0%
Cc1ccc(NC(=O)c2ccc3c(c2)N(C)C2CCCN2C3=O)cc1 (configuration not stated)	1%[12.5 µM]	i	4%	5%	143%[activator]	9	22µM*

Compound activity deposited in PubChem BioAssay by National Center for Advancing Translational Sciences (NCATS).
